# Bioassay records: PubChem BioAssay, NCI
# Growth percent in the NCI-60 one-dose screen (48 h, 10 µM unless noted): 100 = growth as untreated, 0 = no growth, -100 = all killed.
# HOP-92 – HOP-92 NSCLC cells. 71,000 tested, 6.3% active. AID 1794738
# HOP-62 – HOP-62 NSCLC; 80,000 tested, 3.9% active; AID 1794735
# A549/ATCC – A549/ATCC NSCLC. 81,000 tested, 3.7% active
# M14 – M14 melanoma; 80,000 tested, 6.2% active; AID 1794745
# EKVX – EKVX NSCLC. 71,000 tested, 3% active
# MALME-3M – MALME-3M melanoma; 78,000 tested, 5.8% active
# UACC-257 – UACC-257 melanoma. 78,000 tested, 4.4% active
# UACC-62 – UACC-62 melanoma; 81,000 tested, 5.4% active
# * marks the source's active call; other numbers are inactive results; . = not tested or not shown; & = joins results of further samples; [ ] = dose if it differs, or a comment. The calls were made as follows: active = growth percent below 10; inactive = the rest.
SMILES	HOP-92	HOP-62	A549/ATCC	M14	EKVX	MALME-3M	UACC-257	UACC-62
O=C1C(=O)c2ccccc2C(O)=C1CC1=C(O)c2ccccc2C(=O)C1=O	83.3	75.6	102.6	92.5	99.1	.	115.0	83.1
CC(=O)c1ccc(OCc2ccccc2)c(OCc2ccccc2)c1	97.3	99.9	99.0	98.6	.	96.1	110.3	92.9
COC(=O)Cc1cc(O)cc2oc(-c3ccc(O)c(OC)c3)cc(=O)c12	77.8	104.1	86.8	107.1	100.0	98.5	100.0	100.1
CCOc1ccc2nc(NC(=O)c3cccnc3Nc3ccc(Cl)cc3Cl)sc2c1	89.9	88.8	93.2	90.5	97.3	119.0	81.5	64.6
O=C(/C=C/c1ccc(Cl)cc1)c1ccc(Nc2nc(NCCO)nc(N3CCOCC3)n2)cc1	98.6	89.6	68.0	105.2	94.0	99.5	101.5	69.0
CCOc1cc(S(=O)(=O)O)ccc1N	119.4	96.5	99.4	103.7	98.7	97.1	80.8	101.8
O=c1c(Nc2ccccc2)nnc2n(Cc3ccccc3)c3ccccc3n12	.	65.2	82.5	88.4	90.3	88.6	82.8	86.5
S=c1ssnc1-c1ccccn1	-4.4*	47.7	57.7	24.5	65.2	52.0	93.3	34.5
O=C(NNC(=O)c1cccc2ccccc12)c1ccc(Cl)cc1	92.6	98.7	96.5	112.8	95.1	.	96.2	99.4
CCOC(=O)C1CC(C(=O)OCC)C(C(=O)OCC)CC1C(=O)OCC (stereo not drawn)	.	107.8	94.4	103.4	.	101.0	95.3	99.5
Cc1nn(-c2ccccc2)c(Oc2ccccn2)c1-c1nc2ccccc2s1	80.9	111.6	92.9	108.1	90.4	103.0	98.0	91.4
Cc1ccc(C(=O)O)cc1[N+](=O)[O-]	110.2	112.6	102.5	110.7	115.8	125.1	110.5	94.8
Cc1ccc(/C(=N\c2sc(-c3ccccc3)nc2-c2ccccc2)N2CCN(c3ccccc3F)CC2)cc1	127.5	115.2	101.4	98.7	101.4	90.4	92.3	74.2
CCc1ccc(SC2c3ccc(N(CC)CC)cc3Oc3nc(N)c(C#N)c(N)c32)cc1 (stereo not drawn)	-44.1*	3.2*	-0.8*	.	-54.8*	-40.8*	6.6*	-32.7*
Brc1csc2ncccc12	99.5	98.9	103.6	102.4	90.8	87.9	104.3	103.6
COc1ccccc1-n1cc(C#N)c(N)c1C(=O)c1ccc(C#N)cc1	118.5	102.4	113.3	.	101.8	95.5	100.3	87.0
CC1(C)CC(=O)C2=C(C1)N(c1ccc(F)cc1F)C(N)=C(C#N)C2c1ccc(Br)cc1 (stereo not drawn)	119.0	98.5	104.4	104.4	95.4	103.9	103.6	96.6
N#C/C(=C\c1ccc(-c2ccc(Cl)c(Cl)c2)o1)c1nc(-c2ccco2)cs1	109.1	79.9	113.1	99.3	52.4	89.1	117.9	78.3
CCOC(=O)c1csc(N)n1	95.7&96.0	96.9&102.6	93.8&81.5	98.3&118.0	99.0&99.2	108.3&111.6	87.3	94.2&93.3
Cc1oc2c(Cc3ccc(NC(=O)c4ccc(Cl)cc4)cc3)ncnc2c1C(=O)NO	124.9	100.8	88.5	99.6	102.1	93.9	84.0	89.9
CCCCCCCCCCCCCCCC1=NC(C)(C)CN1C(C)C	.	-77.4*	-57.2*	-71.4*	5.5*	-49.0*	-31.2*	-75.5*
C=C(CNCCc1ccc(O)cc1)[C@@H]1CC[C@]2(COC3CCCCO3)CC[C@]3(C)[C@H](CC[C@@H]4[C@@]5(C)CCC(NCCO)C(C)(C)[C@@H]5CC[C@]43C)[C@@H]12 (stereo partly drawn)	-80.8*	-89.2*	-88.6*	-86.8*	-77.5*	-86.4*	-85.6*	-85.9*
C=CCn1c(C)nc2cc(Nc3nc(N4CCOCC4)nc4ccccc34)ccc21	97.8	111.3	88.2	102.0	94.4	123.1	107.4	104.3
CCCCC/C=N/Nc1nc(C)cc(=O)[nH]1	.	117.3	86.8	106.0	91.4	103.0	93.1	101.8
NNC(=O)c1ccccc1Cl	117.6	101.0	92.9	101.7	104.2	107.5	85.4	101.3
CCOC(=O)c1[nH]c2ccccc2c1Cl	.	104.3	97.4	107.5	81.8	98.1	110.5	80.1
O=C(Nc1ccc(Nc2ccncc2)cc1)c1ccc(Nc2ccnc3ccc([N+](=O)[O-])cc23)cc1	87.7	113.5	94.7	107.8	106.7	114.2	100.7	101.1
CC(C)(CCl)c1ccccc1	87.7	104.1	91.9	112.6	.	93.7	88.1	101.4
Nc1ccc(-c2ccc(N)cc2S(=O)(=O)O)c(S(=O)(=O)O)c1	97.7	107.5	104.1	108.9	101.2	89.0	102.8	99.2
c1ccc2c(-c3c[nH]c4ccccc34)c3c(cc2c1)[nH]c1ccccc13	83.3	60.4	62.0	39.2	77.4	78.9	77.6	68.3
COc1c(C)cc([N+](=O)[O-])c(C(C)(C)C)c1[N+](=O)[O-]	95.9	75.2	83.8	91.0	96.5	105.1	87.2	107.8
COc1ccc2c(c1)OC(O)(C(F)(F)C(F)(F)F)CC2=O (stereo not drawn)	108.6	99.2	103.4	103.8	.	100.3	104.1	99.1
CSc1nc(N)n(/N=C(\C)c2cccc(N)c2)c(=O)c1C#N	101.0	98.0	102.8	102.1	96.1	102.7	114.0	101.4
O=C(O)c1ccc(N=C2c3ccccc3-c3ccccc32)cc1	95.4	110.2	109.0	.	108.6	.	108.0	100.5
c1cnc2cc3sc4ncccc4c3nc2c1	107.9	107.4	104.2	112.1	99.0	99.6	110.3	103.3
CCOC(=O)C(C#N)c1nc(SCC(=O)Nc2nc3ccc(C)cc3s2)nc(-c2ccccc2)c1C#N (stereo not drawn)	88.3	81.2	106.2	97.5	97.4	100.1	110.7	89.7
F[C@H]1CCO[C@H](c2ccc3ccccc3c2)C1	98.1	94.6	100.7	108.2	100.2	103.4	99.5	104.3
COc1ccc(NC(=O)C2=C(C)Nc3ncnn3C2c2ccc(F)cc2)cc1 (stereo not drawn)	.	107.2	98.4	108.1	115.6	116.1	103.0	100.6
NS(=O)(=O)c1ccc(NC(=O)CSc2nc3ccccc3c(=O)n2-c2ccccc2)cc1	83.8	99.5	98.2	98.4	100.1	97.7	98.0	93.8
N#CC12C(=O)NC(=O)C1(C#N)C21CCCC1 (stereo not drawn)	108.6	93.1	103.3	120.4	106.6	104.8	108.5	101.2
CC(=O)c1cc(C)c(OC(=O)c2ccccc2)c(C)c1	96.1	96.8	.	104.5	96.5	.	.	90.7
Cc1ccc(C(F)(F)F)cc1N1CCN(C(=O)[C@@H]2C[C@@H]2c2ccc(S(F)(F)(F)(F)F)cc2)CC1	84.1	101.3	84.2	91.9	86.4	86.3	100.1	65.6
CCOC(=O)c1c(NC(=O)CSc2n[nH]c3nc4ccccc4n23)sc(CC)c1C	63.6	107.6	101.6	116.1	91.9	137.5	113.5	77.9
COc1ccc(-c2nc(SCc3nc4ccccc4[nH]3)nc(N3CCOCC3)c2C#N)cc1	11.6	80.9	73.7	84.4	51.4	53.2	81.3	50.2
COc1ccc([C@H]2c3[nH]c4ccccc4c3CC3C(=O)N(C4CCN(Cc5c(Cl)cccc5Cl)CC4)CC(=O)N32)c(OC)c1 (stereo partly drawn)	80.5[8.33 µM]	84.7[8.33 µM]	78.8[8.33 µM]	84.4[8.33 µM]	72.4[8.33 µM]	91.8[8.33 µM]	93.1[8.33 µM]	91.1[8.33 µM]
COc1ccc(Nn2c(SCC(=O)Nc3nc(-c4ccc(Cl)cc4)cs3)nc(C)c2C)cc1	38.6	100.4	44.0	62.5	41.9	99.1	48.9	49.5
O=C1/C=C/[C@@H](O)[C@@H]2C[C@@H](O)C[C@H]2/C=C/CCC[C@H](CO)O1	58.3	43.6	31.3	11.6	36.4	7.5*	29.9	15.8
CC(C)(C)c1ccc(CN2C(=O)c3c(ccc(O)c3-c3ccc(C(F)(F)F)cc3)C2C(=O)O)cc1 (stereo not drawn)	82.6	88.5	63.4	92.0	99.6	89.3	87.0	102.1
Cc1nc2oc3ccccc3c(=O)c2cc1C(=O)NCc1ccccc1	.	90.5	68.9	45.9	69.3	.	68.1	31.1
CCCn1nc(C(=O)N2CCCCC2)c2c1CCC(N1CCC(c3ccncc3)CC1)C2 (stereo not drawn)	111.5	113.2	102.1	97.3	100.4	115.0	102.3	111.6
NC(=S)NNC(=O)c1cccnc1	103.2	76.8	98.4	103.6	101.0	93.0	94.0	95.3
COc1ccccc1OCC(O)CN1CCN(CC(=O)Nc2c(C)cccc2C)CC1 (stereo not drawn)	87.5	97.8	98.1	96.2	95.3	97.3	95.5	92.7
O=C1CCC23OC=CC2C2(Nc4ccccc4NC2=O)c2c(Cl)cccc2N13 (stereo not drawn)	98.0	95.3	101.5	90.4	100.0	92.6	116.0	95.5
O=C(NCCCCC(NC(=O)c1ccccc1)C(=O)O)OCc1ccccc1 (stereo not drawn)	.	97.7	102.0	102.6	.	101.4	101.5	105.4
C/C(=N\N=C1\SCC(=O)N1c1ccccc1)c1cc2ccccc2oc1=O	97.1	104.7	109.3	105.0	103.5	94.5	103.7	96.2
N#CSCCSC#N	113.8	107.4	103.0	.	109.9	110.6	101.4	105.5
CC(C)=CCC/C(C)=C/CC/C(C)=C/CSC[C@H](NC(=O)CCCCCN1CCN(C)CC1)C(=O)NC1CCCCCC1	32.6	91.7	64.2	83.7	.	-13.7*	76.2	3.4*
C=C(C)[C@@H]1CC[C@]2(C(=O)OC)CC[C@]3(C)[C@H](CC[C@@H]4[C@@]5(C)CC[C@H](NC(=O)OC(C)(C)C)C(C)(C)[C@@H]5CC[C@]43C)[C@@H]12	61.2	91.6	86.4	91.6	96.3	100.3	84.7	69.2
CCOC(=O)C1(CCC(=O)OCc2ccccc2)CCCCC1=O (stereo not drawn)	98.6	108.5	107.1	108.4	104.1	112.2	102.9	102.5
Nc1nc(N)c(N=Nc2ccc(C(=O)O)cc2)c(=O)[nH]1	74.7	105.6	98.7	101.5	96.9	106.1	95.4	111.5

# Sorted by formula weight (smallest number first): 7 of the compounds above.
SMILES	HOP-92	HOP-62	A549/ATCC	M14	EKVX	MALME-3M	UACC-257	UACC-62
N#CSCCSC#N	113.8	107.4	103.0	.	109.9	110.6	101.4	105.5
NC(=S)NNC(=O)c1cccnc1	103.2	76.8	98.4	103.6	101.0	93.0	94.0	95.3
N#CC12C(=O)NC(=O)C1(C#N)C21CCCC1 (stereo not drawn)	108.6	93.1	103.3	120.4	106.6	104.8	108.5	101.2
COc1ccc(Nn2c(SCC(=O)Nc3nc(-c4ccc(Cl)cc4)cs3)nc(C)c2C)cc1	38.6	100.4	44.0	62.5	41.9	99.1	48.9	49.5
Cc1ccc(C(F)(F)F)cc1N1CCN(C(=O)[C@@H]2C[C@@H]2c2ccc(S(F)(F)(F)(F)F)cc2)CC1	84.1	101.3	84.2	91.9	86.4	86.3	100.1	65.6
CCOC(=O)C(C#N)c1nc(SCC(=O)Nc2nc3ccc(C)cc3s2)nc(-c2ccccc2)c1C#N (stereo not drawn)	88.3	81.2	106.2	97.5	97.4	100.1	110.7	89.7
C=C(C)[C@@H]1CC[C@]2(C(=O)OC)CC[C@]3(C)[C@H](CC[C@@H]4[C@@]5(C)CC[C@H](NC(=O)OC(C)(C)C)C(C)(C)[C@@H]5CC[C@]43C)[C@@H]12	61.2	91.6	86.4	91.6	96.3	100.3	84.7	69.2

# The results go on:
SMILES	HOP-92	HOP-62	A549/ATCC	M14	EKVX	MALME-3M	UACC-257	UACC-62
CCOC(=O)c1cc(C(=O)OCC)[nH]n1	113.9	104.2	98.1	100.9	.	94.9	99.5	103.4
Cc1nc(=O)c2c3ccc(O)cc3sc2n1Cc1ccccc1	102.8	87.7	97.8	99.4	101.9	97.2	103.4	90.6
O=S(=O)(Nc1ccc(Cl)nn1)c1ccc(NC(=S)/N=C2\Cc3n[nH]c(=S)n3N2)cc1	107.3	103.7	104.6	.	101.0	104.7	109.3	99.1
Cc1ccc(=O)n(-c2ccc(C3=NCCCN3)cc2)c1	85.7	79.7	78.9	83.4	96.8	101.3	84.3	.
CN(C)CCC(=O)c1c[nH]c2ccccc12	.	94.4	110.4	101.2	111.1	105.0	115.2	112.8
CCN1CCN(CC(=O)NC23CC4CC(CC(C4)C2)C3)C(=O)c2ccccc2C1=O	86.0	102.0	106.1	104.4	101.0	89.5	.	100.0
C=C1CC[C@@H]2[C@](C)(COC(C)=O)[C@H](OC(C)=O)CC[C@@]2(C)[C@@H]1CC(NCCCCCCCCCCCCCCCCCC)C1=CCOC1=O (stereo partly drawn)	80.6	96.5	101.6	102.2	111.1	111.9	108.5	97.3
FC(F)(F)c1ccc(-c2cnc(Cl)nc2NCc2cc(C(F)(F)F)cc(C(F)(F)F)c2)cc1	-35.3*	33.4	15.8	41.0	.	33.6	38.2	6.6*
N#Cc1nn(CCCl)c(=O)c2ccccc12	102.3	87.4	90.9	108.6	103.9	107.5	98.0	101.4
CSc1nc2ccc(C)cc2cc1/C=C1/C=C(c2ccccc2)NC1=O	36.4	72.8	47.2	64.1	61.4	40.4	80.0	71.9
NC(N)=NS(=O)(=O)c1ccc(N=Nc2c(N)nn(-c3ccc([N+](=O)[O-])cc3[N+](=O)[O-])c2N)cc1	88.2	103.6	103.0	101.7	99.0	105.7	103.5	95.2
CCOC(=O)c1ccc(NC(=O)NC2=NCCS2)cc1	73.6	35.7	22.5	34.9	.	8.3*	80.5	78.9
CCN1C2CCC1/C(=C\c1ccc(OC)cc1OC)C(=O)/C2=C/c1ccc(OC)cc1OC	38.3	68.1	74.0	56.1	68.7	79.9	77.1	49.8

# No enrichment for hits; any-hit rate near 10%.
